GSH fluor: GSH bead compound fluorescence profile; actives 0.25% (n = 190,000); GSH beads flow cytometry, compound fluorescence 488/530 nm; active compounds read high; fluorescence (KMESF) at 10 µM; AID 1776; in the data active means fluorescence above about 89;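 further: glutathione beads carrying GST-tagged Bcl family fusion proteins plus one bare bead set; values are compound well signal with DMSO vehicle wells as background; inactives centre near 16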
ABCB1 block: blocks JC-1 efflux by human ABCB1 transporter | AID 1326 | inhibition, % at 6.6 µM | P08183 | CCRF-Adr cells, flow cytometry | actives 0.067% (n = 190,000); in the data active means inhibition above about 40%;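 further: 0% = vehicle and 100% = reference inhibitor; higher value means more JC-1 retained so stronger ABCB1 efflux block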
RGS4-Gao reg: human RGS4-Galphao interaction regulation; P09471; Multiplexed bead flow cytometry, RGS4-Galphao binding; actives lie on both sides; actives 0.33% (n = 220,000); AID 1415; binding response (% of control), % at 10 µM; in the data active means binding response below about 49% or above about 150%; inactive means in between;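 further: fluorescent Galphao activated with aluminum fluoride binding bead-coupled RGS4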
Target sequence (P09471 whole entry, looked up): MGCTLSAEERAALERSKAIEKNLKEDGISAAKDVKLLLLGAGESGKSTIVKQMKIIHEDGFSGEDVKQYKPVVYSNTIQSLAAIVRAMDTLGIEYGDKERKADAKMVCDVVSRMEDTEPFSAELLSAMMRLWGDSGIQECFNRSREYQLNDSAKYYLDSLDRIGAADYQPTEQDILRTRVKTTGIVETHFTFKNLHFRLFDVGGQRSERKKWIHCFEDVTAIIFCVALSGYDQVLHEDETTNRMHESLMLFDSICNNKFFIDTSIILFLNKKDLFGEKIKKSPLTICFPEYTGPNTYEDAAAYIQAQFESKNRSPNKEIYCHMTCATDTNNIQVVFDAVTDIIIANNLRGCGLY
ABCG2 inh: human ABCG2 inhibition, ABCB1 as counter-screen; Q9UNQ0; IgMXP3 cells, JC-1 efflux, flow cytometry; inhibition, % at 6.6 µM; actives 0.1% (n = 190,000); AID 1325;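 active means inhibition above 80%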;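 further: 0% = DMSO and 100% = nicardipine control wells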
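Incubation: cells with compound and JC-1, 10 min at 25 °C, rotating, no wash / Test system: IgMXP3 (ABCG2) plus far-red-tagged CCRF-Adr (ABCB1) cells / Compound dosing: one concentration, 6.6 µM final / Also added: JC-1 fluorescent substrate / Evaluation: efflux inhibition in percent versus controls / Detection: flow cytometry, 530 nm JC-1 signal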
RGS8-Gao: regulators of human RGS8-Galphao interaction. P09471. multiplexed bead flow cytometry, RGS8-Galphao binding; actives lie on both sides. response (percent of control binding), % at 10 µM. actives 0.34% (n = 220,000). AID 1423; in the data active means response below about 60% or above about 140%; inactive means in between;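 further: Galphao activated as the GDP aluminium fluoride complex binding bead-coupled RGS8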
Bim-Bcl-B: inhibitors of Bim-Bcl-B interaction, human. bead-based flow cytometry, Bim peptide-Bcl-B binding. actives 0.073% (n = 190,000). inhibition, % at 10 µM. AID 951. Q9HD36;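 further: 0% = tracer peptide without compound and 100% = reference inhibitor peptide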
Target sequence (Q9HD36 whole entry, looked up): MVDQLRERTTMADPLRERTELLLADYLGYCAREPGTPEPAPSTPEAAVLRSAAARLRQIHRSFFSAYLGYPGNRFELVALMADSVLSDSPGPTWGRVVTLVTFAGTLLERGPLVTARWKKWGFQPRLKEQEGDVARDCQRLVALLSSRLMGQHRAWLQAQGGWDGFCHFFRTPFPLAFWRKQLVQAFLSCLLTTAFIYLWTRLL
RGS7-Gao reg: human RGS7-Galphao interaction regulation; actives 0.35% (n = 220,000); Multiplexed bead flow cytometry, RGS7-Galphao binding; actives lie on both sides; binding response (% of control), % at 10 µM; P09471; in the data active means binding response below about 49% or above about 150%; inconclusive means no clear call, values can overlap the other calls; inactive means in between;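 further: fluorescent Galphao held in activated GDP-AlF4 state binding bead-coupled RGS7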
Bim-Bfl-1: disrupts Bim binding to human Bfl-1; Q16548; Bead-based flow cytometry, Bim-Bfl-1 binding inhibition; inhibition, % at 10 µM; actives 0.12% (n = 190,000);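 further: 0% = wells without compound plus tracer and 100% = blocker peptide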
Bim-Bcl-2: inhibitors of Bim-Bcl-2 interaction, human. actives 0.06% (n = 190,000). inhibition, % at 10 µM. P10415. Bead-based flow cytometry, Bim peptide-Bcl-2 binding; in the data active means inhibition above about 40%; inconclusive means no clear call, values can overlap the other calls;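 further: 0% = no compound wells with probe peptide and 100% = reference peptide inhibitor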
Bim-Bcl-XL: inhibitors of Bim-Bcl-XL interaction, human | Q07817 | Bim peptide-Bcl-XL binding, bead flow cytometry, fluorescence | inhibition, % at 10 µM | actives 0.04% (n = 190,000)
Target sequence (Q07817 whole entry, looked up): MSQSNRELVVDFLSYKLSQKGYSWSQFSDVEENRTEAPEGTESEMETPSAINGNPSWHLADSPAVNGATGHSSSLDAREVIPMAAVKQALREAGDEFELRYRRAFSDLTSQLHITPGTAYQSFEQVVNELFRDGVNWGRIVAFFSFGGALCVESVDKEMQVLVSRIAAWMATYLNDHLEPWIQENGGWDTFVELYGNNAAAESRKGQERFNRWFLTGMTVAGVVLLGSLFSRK
Bim-Bcl-W: inhibitors of Bim-Bcl-W interaction, human | bead-based flow cytometry, Bim peptide-Bcl-W binding | inhibition, % at 10 µM | actives 0.02% (n = 190,000);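 further: 0% = bound tracer without compound and 100% = peptide blocker; higher means less fluorescent Bim peptide bound to Bcl-W beads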
Target sequence (Q92843 whole entry, looked up): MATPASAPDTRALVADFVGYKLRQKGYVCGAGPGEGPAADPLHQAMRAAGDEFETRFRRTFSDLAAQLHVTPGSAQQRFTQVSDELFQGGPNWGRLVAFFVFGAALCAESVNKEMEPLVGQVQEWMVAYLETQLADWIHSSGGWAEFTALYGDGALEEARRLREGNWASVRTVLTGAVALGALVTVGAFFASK
* hit, by the source's call; ? = inconclusive; / = not tested or not shown. Unless noted, no stated cut-off is given here; in the data, active means inhibition above about 40%.

SMILES	GSH fluor	ABCB1 block	RGS4-Gao reg	ABCG2 inh	RGS8-Gao	Bim-Bcl-B	RGS7-Gao reg	Bim-Bfl-1	Bim-Bcl-2	Bim-Bcl-XL	Bim-Bcl-W
COc1ccc(C(=O)N2CCCc3ccccc32)cc1	8	0.3	97	1	99	0	99	-1	3	0	-3
COc1ccc(C2C(C(=O)/C=C/c3ccco3)=C(O)C(=O)N2CCN2CCOCC2)cc1 (stereo not given)	18	-0.2	100	-1	95	-4	93	6	8	3	9
CC(=O)Nc1ccc(Oc2sc(C(=O)c3ccccc3)c(N)c2C#N)cc1	22	0.5	100	1	102	-1	105	-2	-6	-5	-2
O=C(NCc1ccc(F)cc1)C1CCCN1C(=O)NCc1ccccc1 (stereo not given)	41	0.6	103	1	108	-4	106	-11	-5	2	0
O=C(O)C1CC=CCC1C(=O)N1CCN(c2nc(-c3ccccc3)c3ccccc3n2)CC1 (stereo not given)	20	0.9	98	2	103	-5	102	1	-4	0	-2
CCOc1ccc(S(=O)(=O)N2CCc3ccccc3C2)cc1	24	1.3	101	11	102	-8	99	-18	-10	-12	-9
Cc1ccc(OCC(=O)NC2CCCC2)c(C)c1	27	1.7	96	15	100	-5	95	-18	-12	-7	-2
CC1CCC(NC(=O)Nc2cccs2)CC1 (stereo not given)	22	0.3	102	15	99	-1	101	-9	-7	-6	-2
CCc1cc(SC#N)cc(C)c1N	11	1.5	102	4	103	0	101	-1	0	0	0
Cc1cc(C)nc(N(C#N)Cc2ccc([N+](=O)[O-])cc2)n1	16	0.2	104	1	108	-6	103	-6	-4	-3	-1
CCOC(=O)C(=O)Nc1ccccc1C(N)=O	47	0.3	/	3	/	-5	/	-10	-6	3	8
Cc1nn(-c2ccccc2)c2sc(C(=O)OC3CCOC3=O)cc12 (stereo not given)	53	0.9	93	22	102	0	92	-4	-2	2	0
O=C(Nc1cccnc1)c1ccccc1-c1nc(-c2ccccc2F)no1	37	0.4	98	26	100	-10	101	-16	-10	-8	-1
CCOC(=O)c1sc(/N=C/c2ccc(O)cc2O)cc1C	7	-0.9	101	-6	99	-3	100	1	-1	-3	0
COC(=O)c1ccc(Sc2ccc(Cl)cc2)c(N)c1	23	0.7	93	13	101	-10	100	-22	-14	-10	-4
CCCc1nnc(SCc2ccc(OC)cc2)n1N	35	0.2	102	9	102	-9	101	-18	-6	-3	0
Fc1ccc(-n2c(Cc3ccccc3)nnc2SCc2nc(-c3ccc(Cl)cc3)no2)cc1	51	4.0	104	23	102	-22	100	-10	-6	-1	3
Cc1cc2ncc(Cl)nc2cc1C	9	1.0	96	20	95	-5	94	-1	0	-4	-3
CCC(=O)c1ccc(OCCSc2ncccn2)cc1	36	0.8	107	10	127	-5	105	-5	-6	0	-4
O=C(/C=C/Nc1ccc(F)cc1)c1ccco1	35	0.8	98	48	98	-5	98	-20	-9	-4	0
CC(C)(C)c1ccc(CS(=O)(=O)CC2(O)CCN(C(=O)c3cccc(C(F)(F)F)c3)CC2)cc1	14	0.7	99	5	99	-4	98	-10	-8	-1	1
Cc1cccc2cc(CN(Cc3nnnn3Cc3ccco3)C3CCCC3)c3nnnn3c12	26	9.3	99	51	101	-8	98	-20	-12	-8	-3
COc1ccc(OCc2cccc(C(=O)NN)c2)cc1	7	-0.1	100	3	102	-3	101	4	2	-3	0
O=c1c2ccccc2nc(-c2cccs2)n1-c1cccc2ccccc12	16	-0.7	101	-7	105	-5	101	-2	0	-5	-3
O=C(Nc1cn(-c2ccccc2)nc1-c1ccc(Cl)cc1)c1ccccc1	10	9.7	104	61	100	-6	103	0	1	-9	-5
Next part:
SMILES	GSH fluor	ABCB1 block	RGS4-Gao reg	ABCG2 inh	RGS8-Gao	Bim-Bcl-B	RGS7-Gao reg	Bim-Bfl-1	Bim-Bcl-2	Bim-Bcl-XL	Bim-Bcl-W
COc1ccc(/C=C(\C#N)C(=O)OCC(=O)Nc2ccc(C(C)(C)C)cc2)cc1	18	0.4	101	-3	103	-2	99	2	-3	-9	-2
CC(=O)CCc1c(C)nc2ccc(C(=O)O)cc2c1Cl	12	-0.7	92	-8	90	15	87	12	6	12	10
CC(C)c1ccc(/C=C2\Oc3c(ccc(O)c3CN3CCN(C)CC3)C2=O)cc1	20	1.3	99	5	100	-1	103	-4	-1	-2	-1
Cn1c(=O)[nH]c(=O)c2c1nc(N1CCCC1)n2CC(O)COc1ccccc1 (stereo not given)	17	0.6	95	3	101	-5	95	-9	-5	-3	-1
Cc1cc(Cl)ccc1OC(C)C(=O)Nc1ccccc1N1CCOCC1 (stereo not given)	24	1.4	101	3	102	-7	100	-1	-1	-1	4
Clc1ccc(-c2csc(N/N=C/c3cccnc3)n2)c(Cl)c1	8	0.0	101	0	100	-11	102	-11	-7	-4	-3
O=C(CN1CCCCCCC1)NC(=O)NC1CCCCC1	13	-0.1	102	1	101	-2	100	-1	-3	-1	-1
COc1ccc(C(=O)Nc2cccc(C(C)=O)c2)cc1S(=O)(=O)N1CCOCC1	28	3.1	101	58	101	-10	102	-15	-11	-6	0
Cc1cccc(-c2nc3c(c(SCC(=O)N4CCOCC4)n2)CCCC3)c1	18	2.7	90	20	86	-7	94	0	0	-5	-3
Cn1cc(S(=O)(=O)N2CCN(c3ccccc3F)CC2)c(=O)n(C)c1=O	27	0.2	99	0	101	-9	100	-11	-7	-3	0
CC(C)C12CN3CC(C(C)C)(CN(C1)C3c1ccccc1O)C2=O (stereo not given)	21	1.1	100	3	100	-7	99	0	-2	-2	-1
CCOC(=O)N1CCN(C2CC(=O)N(c3ccc(Oc4ccccc4)cc3)C2=O)CC1 (stereo not given)	49	0.8	99	2	102	-9	100	-14	-11	2	3
O=C(NCC1CC1)c1ccc(Nc2nc3ccc(Br)cc3[nH]2)cc1	24	-0.4	101	-1	100	-4	101	-7	-1	0	0
O=c1c2ccccc2[nH]c(=S)n1Cc1cccnc1	15	0.4	100	1	101	-19	103	-1	4	-5	-7
Cc1nn(Cc2ccc(Cl)cc2)c(C)c1NC(=O)CCCn1nc([N+](=O)[O-])c(Cl)c1C	24	12	103	37	114	0	104	0	0	2	0
N/C(=N\OS(=O)(=O)c1ccc2ccccc2c1)c1cccnc1	9	0.8	107	10	103	-5	100	-6	-1	-1	0
Cc1cccc(OCc2n[nH]c(=S)o2)c1	57	-0.1	100	0	100	-20	103	3	-8	3	0
COc1ccccc1OCC(=O)N/N=C1\CCc2ccccc21	8	0.0	105	0	102	-1	100	-10	-5	-6	0
Cc1ccc(CS(=O)(=O)CCC(=O)NCCN(C)Cc2ccccc2)cc1	49	0.5	103	2	101	-6	103	-3	-4	-7	0
O=C(Nc1ccc(Cl)cc1Cl)c1n[nH]c(Cn2cncn2)n1	12	-0.1	96	0	101	0	98	-2	-4	1	0
O=C1C2C3C=CC(C3)C2C(=O)N1Cc1ccccc1 (stereo not given)	30	0.5	101	2	100	-7	102	-11	-7	-7	1
O=C(NC1=NCCS1)c1ccc(Cl)c(S(=O)(=O)N2CCCC2)c1	13	0.0	104	2	105	-1	102	0	-1	0	-2
Cc1cc2ccccc2n2c(SCC(=O)Nc3ccc(S(=O)(=O)N4CCC(C)CC4)cc3)nnc12	11	2.9	98	2	99	12	100	16	12	13	9
CC(=O)Nc1ccc(N2CCN(C(C)=O)CC2)cc1	47	1.6	97	6	103	6	99	-3	-2	5	6
CCOC(=O)C(C)n1cnc2sc(C)c(C)c2c1=O (stereo not given)	30	0.1	103	0	102	-7	106	-5	-3	-5	-5
(next part)
SMILES	GSH fluor	ABCB1 block	RGS4-Gao reg	ABCG2 inh	RGS8-Gao	Bim-Bcl-B	RGS7-Gao reg	Bim-Bfl-1	Bim-Bcl-2	Bim-Bcl-XL	Bim-Bcl-W
CCOC(=O)Cc1csc(-n2sc3ccccc3c2=O)n1	7	-0.1	101	0	64	-14	100	6	-1	-3	2
Cc1onc(C(=O)N2CCN(C(c3ccccc3)c3ccccc3)CC2)c1[N+](=O)[O-]	13	1.1	100	6	101	-3	100	0	0	-1	-2
Cc1nc(Nc2ccc(S(N)(=O)=O)cc2)oc1C	17	1.0	101	3	99	-8	99	-11	-10	-4	0
C=CCc1ccccc1OCC(O)CN1CCN(CCN2C(=O)c3cccc4cccc(c34)C2=O)CC1 (stereo not given)	9	9.1	99	5	100	-12	99	-7	-5	-8	-7
Cc1c(NC(=O)c2c(O)c3ccccc3n(C)c2=O)c(=O)n(-c2ccccc2)n1C	13	4.1	98	8	103	-1	104	-7	-1	-2	-1
CCOC1=NN(c2ncc(C(F)(F)F)cc2Cl)C(=O)/C1=C/N(C)C	12	0.5	99	2	98	0	98	-3	0	0	-3
Cc1cc(=O)oc2c(C(=O)/C=C/c3ccccc3)c(O)ccc12	30	0.8	84	2	88	-1	94	3	4	17	0
COc1cc(NC(=O)NS(=O)(=O)c2ccc(C)cc2)cc(OC)c1	20	0.5	99	1	103	-2	101	1	-3	-2	-2
CCOC(=O)c1c(-c2ccc(-c3ccccc3)cc2)csc1NC(=O)c1cccc(N2C(=O)CCC2=O)c1	10	-0.1	103	7	104	-10	103	-8	-9	-11	-4
CC(C)Cc1nnc(NC(=O)CSc2nc(N)cc(=O)[nH]2)s1	58	0.2	99	2	101	-1	100	-5	0	0	-1
CCN(CC)S(=O)(=O)c1ccc(OC)c(NC(=O)c2cc([N+](=O)[O-])ccc2Cl)c1	36	-0.6	109	66	104	-10	101	-15	-9	-10	-2
Cc1ccc(-c2nc3ccc(NS(=O)(=O)c4ccccc4)cc3[nH]2)o1	25	1.3	98	63	102	-10	98	-12	-13	-8	1
Cc1sc2ncn(CC(=O)N3CCCCC3)c(=O)c2c1C	20	1.6	99	1	102	-3	102	-4	-5	0	3
CN(C)c1ccc(/C=N/n2c(-c3cccnc3)n[nH]c2=S)cc1	16	-1.2	99	-7	98	-28	?	2	-1	-2	0
CC1CN=C(N(C(=O)Nc2ccccc2)c2ccc(S(=O)(=O)N3CCOCC3)cc2)S1 (stereo not given)	9	0.2	91	0	109	-3	103	-6	-2	-1	7
CCCS(=O)(=O)N1CCCC(C(=O)NC(C)c2ccc3c(c2)OCCO3)C1 (stereo not given)	30	1.0	97	3	103	-9	99	-11	-12	-12	-1
CCCCC(=O)NS(=O)(=O)c1ccc(N=NN(CC)CC)cc1	10	0.0	98	0	100	-2	97	-5	-5	0	-2
O=c1cc(-c2ccc(O)c(O)c2)oc2c(C3O[C@H](CO)[C@@H](O)[C@H](O)[C@H]3O)c(O)cc(O)c12 (stereo not given in full)	14	0.2	96	2	100	-2	89	2	1	1	3
O=C1CCCc2ccccc2N1Cc1cccc(F)c1	12	0.4	99	2	100	-1	99	-6	-6	-1	0

Grouped by structure: those above containing a COOH group (two)
SMILES	GSH fluor	ABCB1 block	RGS4-Gao reg	ABCG2 inh	RGS8-Gao	Bim-Bcl-B	RGS7-Gao reg	Bim-Bfl-1	Bim-Bcl-2	Bim-Bcl-XL	Bim-Bcl-W
O=C(O)C1CC=CCC1C(=O)N1CCN(c2nc(-c3ccccc3)c3ccccc3n2)CC1 (stereo not given)	20	0.9	98	2	103	-5	102	1	-4	0	-2
CC(=O)CCc1c(C)nc2ccc(C(=O)O)cc2c1Cl	12	-0.7	92	-8	90	15	87	12	6	12	10

Rows were taken by chance, and some 1.1% of all compounds hit somewhere here.
